Assay outcomes: PubChem BioAssay, several laboratories
PABP1 MLLE inh = blocks PAM2 peptide binding to the PABP1 MLLE domain | inhibition, % at 20 µM | P11940 | 0.36% of 360,000 active | GST-MLLE / FITC-PAM2 fluorescence polarization; in the data active means inhibition above about 35%, passing the limit was not always enough;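 further: plate controls were DMSO wells with GST-MLLE for no effect and wells lacking GST-MLLE protein for full effect; some results filed as inactive read as strong as hits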
Target sequence (P11940 whole entry, looked up, the tested form may be a part): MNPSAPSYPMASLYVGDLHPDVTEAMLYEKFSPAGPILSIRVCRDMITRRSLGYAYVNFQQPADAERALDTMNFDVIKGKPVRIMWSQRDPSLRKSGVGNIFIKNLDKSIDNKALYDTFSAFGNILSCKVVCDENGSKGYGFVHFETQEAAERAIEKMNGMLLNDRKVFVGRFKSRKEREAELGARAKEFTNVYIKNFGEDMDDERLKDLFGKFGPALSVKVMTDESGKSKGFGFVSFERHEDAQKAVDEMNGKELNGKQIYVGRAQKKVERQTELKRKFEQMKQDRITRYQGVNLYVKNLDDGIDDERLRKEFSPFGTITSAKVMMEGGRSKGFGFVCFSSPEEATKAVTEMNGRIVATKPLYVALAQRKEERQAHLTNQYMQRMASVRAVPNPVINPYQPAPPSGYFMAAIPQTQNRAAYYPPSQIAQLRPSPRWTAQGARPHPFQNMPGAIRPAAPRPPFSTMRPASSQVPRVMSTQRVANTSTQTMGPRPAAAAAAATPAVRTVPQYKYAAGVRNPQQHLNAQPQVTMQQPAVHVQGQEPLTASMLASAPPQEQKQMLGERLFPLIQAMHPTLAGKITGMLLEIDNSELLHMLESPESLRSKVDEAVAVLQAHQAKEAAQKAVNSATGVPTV
FAS TE block = FAS thioesterase (human) inhibition. P49327. recombinant FAS-TE, OMFH fluorogenic substrate, fluorescence endpoint. inhibition, % at 15 µM. 0.67% of 360,000 active. AID 602261;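 active means compounds whose normalised, plate-corrected inhibition of enzyme fluorescence in the single-dose primary screen is 50% or more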;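 further: 0% = DMSO with enzyme and 100% = substrate without enzyme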
CSN inh = CSN deneddylation inhibition | AID 651999 | Purified CSN, SCF-Nedd8-OG deneddylation, fluorescence polarization | inhibition, % at 12.5 µM | Q92905 | 0.38% of 360,000 active;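 active means pattern-corrected inhibition above about 35%, with an unprinted fluorescence ratio check between 0.5 and 1.5, limit read from the data, passing the limit was not always enough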;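 further: 0% = enzyme with substrate and 100% = substrate without enzyme; some results filed as inactive read as strong as hits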
Target sequence (Q92905 whole entry, looked up, one chain of several): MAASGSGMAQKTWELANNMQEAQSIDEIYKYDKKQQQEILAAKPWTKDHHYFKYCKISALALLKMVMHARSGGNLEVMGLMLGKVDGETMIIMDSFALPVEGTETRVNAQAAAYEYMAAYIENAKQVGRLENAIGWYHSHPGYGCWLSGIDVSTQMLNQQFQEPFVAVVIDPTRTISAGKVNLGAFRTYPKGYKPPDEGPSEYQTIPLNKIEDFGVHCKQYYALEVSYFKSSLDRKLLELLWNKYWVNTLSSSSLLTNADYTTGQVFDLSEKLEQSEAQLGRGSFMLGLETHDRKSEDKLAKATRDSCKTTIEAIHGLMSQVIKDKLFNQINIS
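test system = HEK293T-derived human Csn5 enzyme | amount = 0.24 nM Csn5 enzyme, final concentration | medium = Tris/NaCl/DTT buffer, pH 7.5 | schedule = 90 min reaction at room temperature | signal = FP | evaluation = inhibition of Csn5 cleavage, % | compound dosing = single dose of 12.5 µM compound with 0.25% DMSO | probe or stimulus = 10 nM SCFSkp2-Nedd8OG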
MT1-MMP act inh = blocks activation of human MT1-MMP. P50281. HT1080 RFP-PRO-GFP cells, GFP/RFP ratio fluorescence, overnight; percent of plate control window, DMSO zero. GFP/RFP ratio change, % at 20 µM. 0.061% of 360,000 active. AID 651647;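 active means GFP/RFP ratio change of at least 30% with cell ATP level not reduced by more than half and red fluorescence within 50% of control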; further: strong numbers were not always called active
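Compound: 20 µM single dose, 1% DMSO / System: HT1080 RFP-PRO-GFP cells / Controls: DMSO and RFP-L50D-GFP cell wells / Read-out basis: GFP/RFP fluorescence ratio / Schedule: overnight compound exposure at 37 °C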
Rpn11 block = blocks the human proteasome subunit Rpn11; O00487; human 26S proteasome, Ub4-pepOG fluorescence polarization; 20S core pre-blocked with epoxomicin; calls only at 20 µM; 0.59% of 360,000 active; AID 588493;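 active means inhibition at 20 µM, scaled to each plate's controls, above about 33%, limit read from the data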
MsrA inhibitor = bovine MsrA inhibition. inhibition, % at 15.5 µM. 0.75% of 360,000 active. purified bovine MsrA, absorbance read-out. AID 651718; in the data active means inhibition above about 4.5%;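 further: 0% = vehicle wells with enzyme and 100% = reference inhibitor wells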
Rin1-Abl PPI inh = inhibitors of human Rin1-Abl protein interaction; P00519+Q13671; TR-FRET Rin1/Abl binding, biochemical; inhibition, % at 7.35 µM; 0.4% of 360,000 active; in the data active means inhibition above about 5%, passing the limit was not always enough
E coli Lon inh = inhibitors of E. coli Lon protease | inhibition, % at 7.94 µM | P0A9M0 | 0.42% of 360,000 active | purified E. coli Lon protease, fluorescence polarization | AID 602123; in the data active means inhibition above about 13%, passing the limit was not always enough;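 further: 0% = enzyme with probe and DMSO and 100% = no enzyme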
bovine MsrA act = bovine methionine sulfoxide reductase A activation | purified bovine MsrA, absorbance read-out | activation, % at 10.6 µM | 0.3% of 360,000 active | AID 602163; in the data active means activation above about 7.5%;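 further: 0% = vehicle and 100% = reference activator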
The depositor's hits bear a star.

Results for CCCC(=O)Nc1ccc(Cl)c(NC(=O)c2ccco2)c1 ?
PABP1 MLLE inh: 0.3; FAS TE block: -9.4; CSN inh: -2.9; MT1-MMP act inh: 4.0; Rpn11 block: inactive; MsrA inhibitor: -0.3; Rin1-Abl PPI inh: -1.9; E coli Lon inh: 4.0; bovine MsrA act: -10.4

What do the screens show for `CC[C@H](C)[C@@H]1NC(=O)c2cc([N+](=O)[O-])cc(F)c2OCC[C@@H](C(N)=O)NC(=O)[C@H](CCCCN)NC1=O`?
PABP1 MLLE inh: -1.3; FAS TE block: -1.8; CSN inh: -6.0; MT1-MMP act inh: -4.6; Rpn11 block: inactive; MsrA inhibitor: 0.7; Rin1-Abl PPI inh: 0.3; E coli Lon inh: 2.6; bovine MsrA act: -10.4

What do the screens show for `Nc1nc(=O)n(C2CC(O)C(CO)O2)cc1Cl` (stereo not given)?
PABP1 MLLE inh: -14.8; FAS TE block: -1.3; CSN inh: -0.2; MT1-MMP act inh: 4.1; Rpn11 block: inactive; MsrA inhibitor: 0.7; Rin1-Abl PPI inh: 2.4; E coli Lon inh: -2.0; bovine MsrA act: -0.8

What do the screens show for `CCOC(=O)c1cccc(NC(=O)CN(C)S(=O)(=O)c2cnc[nH]2)c1`?
PABP1 MLLE inh: 7.8; FAS TE block: -13.3; CSN inh: 1.4; MT1-MMP act inh: -1.5; Rpn11 block: inactive; MsrA inhibitor: 0.3; Rin1-Abl PPI inh: -0.1; E coli Lon inh: 2.3; bovine MsrA act: 2.4

Results for COc1ccccc1N1CN(Cc2ccccc2)CNC1=S ?
PABP1 MLLE inh: -63.8; FAS TE block: -4.4; CSN inh: -1.8; MT1-MMP act inh: 3.4; Rpn11 block: inactive; MsrA inhibitor: 0.1; Rin1-Abl PPI inh: -0.4; E coli Lon inh: 1.1; bovine MsrA act: -1.6

What do the screens show for `Cc1n[nH]c(=O)c2c(NC(=O)CSc3ccc(F)cc3)oc(C)c12`?
PABP1 MLLE inh: 30.0; FAS TE block: -6.6; CSN inh: -1.5; MT1-MMP act inh: 1.5; Rpn11 block: inactive; MsrA inhibitor: 0.9; Rin1-Abl PPI inh: 1.2; E coli Lon inh: -1.7; bovine MsrA act: -3.9

Results for Cc1c(C(=O)O)oc2ccc(S(=O)(=O)NC3CCCCCCC3)cc12 ?
PABP1 MLLE inh: 2.7; FAS TE block: -3.2; CSN inh: 2.8; MT1-MMP act inh: 1.1; Rpn11 block: inactive; MsrA inhibitor: -0.6; Rin1-Abl PPI inh: -1.8; E coli Lon inh: -2.9; bovine MsrA act: -2.2

Results for Cc1cccc(NC(c2ccc(C)s2)c2ccc3ccc(C)nc3c2O)n1 (stereo not given) ?
PABP1 MLLE inh: -7.5; FAS TE block: -8.3; CSN inh: 0.6; MT1-MMP act inh: 1.7; Rpn11 block: inactive; MsrA inhibitor: 0.1; Rin1-Abl PPI inh: 2.4; E coli Lon inh: 7.9; bovine MsrA act: 2.4

What do the screens show for `CCOc1ccc(CNC(=O)CCCOc2cc(=O)n(C)c3ccccc23)cc1`?
PABP1 MLLE inh: 7.7; FAS TE block: -3.4; CSN inh: -4.0; MT1-MMP act inh: 9.3; Rpn11 block: inactive; MsrA inhibitor: 0.1; Rin1-Abl PPI inh: 8.3; E coli Lon inh: -19.9; bovine MsrA act: -2.2

What do the screens show for `CC(O)(c1ccccc1)c1nc(-c2ccncc2)cs1` (stereo not given)?
PABP1 MLLE inh: 5.4; FAS TE block: -2.1; CSN inh: 0.1; MT1-MMP act inh: -2.1; Rpn11 block: inactive; MsrA inhibitor: -0.3; Rin1-Abl PPI inh: -0.7; E coli Lon inh: 7.8; bovine MsrA act: -2.3

Results for COc1cccc2cc(C(=O)N3CCN(c4ccc(C)cc4C)CC3)c(=O)oc12 ?
PABP1 MLLE inh: 7.5; FAS TE block: 14.5; CSN inh: 5.6; MT1-MMP act inh: 5.5; Rpn11 block: inactive; MsrA inhibitor: -0.5; Rin1-Abl PPI inh: 0.0; E coli Lon inh: -12.5; bovine MsrA act: -2.3

Results for COc1ccc(N2C(=O)CC(Sc3nc4ccccc4s3)C2=O)cc1OC (stereo not given) ?
PABP1 MLLE inh: 17.3; FAS TE block: -11.2; CSN inh: -1.5; MT1-MMP act inh: 0.0; Rpn11 block: inactive; MsrA inhibitor: -1.2; Rin1-Abl PPI inh: 3.0; E coli Lon inh: 1.0; bovine MsrA act: -10.8

Results for Cc1cccc(NS(=O)(=O)c2ccc3c(c2)Cc2cc(S(=O)(=O)Nc4cccc(C)c4C)ccc2-3)c1C ?
PABP1 MLLE inh: 2.8; FAS TE block: 4.4; CSN inh: 0.4; MT1-MMP act inh: -12.6; Rpn11 block: inactive; MsrA inhibitor: 0.1; Rin1-Abl PPI inh: 2.0; E coli Lon inh: -6.0; bovine MsrA act: -2.8

How did CC(=O)NC(C)CCc1ccccc1 (stereo not given) do in these assays?
PABP1 MLLE inh: 2.7; FAS TE block: -6.7; CSN inh: -4.3; MT1-MMP act inh: 0.0; Rpn11 block: inactive; MsrA inhibitor: -0.2; Rin1-Abl PPI inh: 4.2; E coli Lon inh: -0.4; bovine MsrA act: -3.1

What do the screens show for `O=C(NC(c1ccccc1)C(Cl)(Cl)Cl)c1ccccc1` (stereo not given)?
PABP1 MLLE inh: -2.3; FAS TE block: 16.2; CSN inh: -3.6; MT1-MMP act inh: 1.0; Rpn11 block: inactive; MsrA inhibitor: 0.1; Rin1-Abl PPI inh: -2.5; E coli Lon inh: -10.0; bovine MsrA act: -7.1

What do the screens show for `CCOc1cc(/C=N/NC(=O)c2cccs2)cc([N+](=O)[O-])c1O`?
PABP1 MLLE inh: 13.2; FAS TE block: -0.2; CSN inh: -4.4; MT1-MMP act inh: 8.5; Rpn11 block: inactive; MsrA inhibitor: 8.2*; Rin1-Abl PPI inh: -7.0; E coli Lon inh: 4.6; bovine MsrA act: -6.2

What do the screens show for `O=c1oc(-c2ccccc2NS(=O)(=O)c2ccc3ccccc3c2)nc2ccccc12`?
PABP1 MLLE inh: 3.7; FAS TE block: 34.9; CSN inh: 5.0; MT1-MMP act inh: 0.3; Rpn11 block: inactive; MsrA inhibitor: -0.6; Rin1-Abl PPI inh: -1.6; E coli Lon inh: 16.8; bovine MsrA act: -3.1

What do the screens show for `Cc1cc(=O)[nH]c(-n2ncc(C#N)c2N)n1`?
PABP1 MLLE inh: 3.1; FAS TE block: -5.2; CSN inh: -2.5; MT1-MMP act inh: -0.3; Rpn11 block: inactive; MsrA inhibitor: -0.7; Rin1-Abl PPI inh: 0.3; E coli Lon inh: 0.8; bovine MsrA act: -5.3

How did O=C(O)c1ccc(N/N=C/c2c[nH]c3ccccc23)cc1 do in these assays?
PABP1 MLLE inh: -4.2; FAS TE block: -3.4; CSN inh: -1.7; MT1-MMP act inh: 1.4; Rpn11 block: inactive; MsrA inhibitor: 5.6*; Rin1-Abl PPI inh: -1.6; E coli Lon inh: -8.5; bovine MsrA act: -5.3

Results for O/N=C(/c1ccccc1)c1cc2cc(Br)cc(Br)c2o1 ?
PABP1 MLLE inh: -3.1; FAS TE block: -26.5; CSN inh: -3.0; MT1-MMP act inh: 5.8; Rpn11 block: inactive; MsrA inhibitor: 0.8; Rin1-Abl PPI inh: -2.4; E coli Lon inh: 4.9; bovine MsrA act: -3.9

Pulled by compound from the list above (3):
What do the screens show for `O=C(NC(c1ccccc1)C(Cl)(Cl)Cl)c1ccccc1` (stereo not given)?
PABP1 MLLE inh: -2.3; FAS TE block: 16.2; CSN inh: -3.6; MT1-MMP act inh: 1.0; Rpn11 block: inactive; MsrA inhibitor: 0.1; Rin1-Abl PPI inh: -2.5; E coli Lon inh: -10.0; bovine MsrA act: -7.1

What do the screens show for `Cc1cc(=O)[nH]c(-n2ncc(C#N)c2N)n1`?
PABP1 MLLE inh: 3.1; FAS TE block: -5.2; CSN inh: -2.5; MT1-MMP act inh: -0.3; Rpn11 block: inactive; MsrA inhibitor: -0.7; Rin1-Abl PPI inh: 0.3; E coli Lon inh: 0.8; bovine MsrA act: -5.3

What do the screens show for `O=c1oc(-c2ccccc2NS(=O)(=O)c2ccc3ccccc3c2)nc2ccccc12`?
PABP1 MLLE inh: 3.7; FAS TE block: 34.9; CSN inh: 5.0; MT1-MMP act inh: 0.3; Rpn11 block: inactive; MsrA inhibitor: -0.6; Rin1-Abl PPI inh: -1.6; E coli Lon inh: 16.8; bovine MsrA act: -3.1

(continued)
What do the screens show for `CCCCN(CCCNC(=O)Cn1nc(CC)n2c(cc3sc(C)cc32)c1=O)Cc1ccccc1`?
PABP1 MLLE inh: -2.9; FAS TE block: -13.8; CSN inh: -1.0; MT1-MMP act inh: 0.4; Rpn11 block: inactive; MsrA inhibitor: 0.6; Rin1-Abl PPI inh: -0.3; E coli Lon inh: 5.9; bovine MsrA act: -5.8

What do the screens show for `N#Cc1ccc(S(=O)(=O)N2CCN(C(=O)c3cn(-c4ccccc4)nc3-c3cccnc3)CC2)cc1`?
PABP1 MLLE inh: 11.5; FAS TE block: 28.7; CSN inh: 2.1; MT1-MMP act inh: -1.2; Rpn11 block: inactive; MsrA inhibitor: -0.5; Rin1-Abl PPI inh: -0.8; E coli Lon inh: -0.9; bovine MsrA act: -2.6

Results for O=C(/C=C/c1ccc2c(c1)OCO2)NCCCN1CCOCC1 ?
PABP1 MLLE inh: 16.2; FAS TE block: -9.3; CSN inh: -2.4; MT1-MMP act inh: 7.3; Rpn11 block: inactive; MsrA inhibitor: 3.3; Rin1-Abl PPI inh: -2.2; E coli Lon inh: -6.1; bovine MsrA act: -4.4

What do the screens show for `CC(OC(=O)Cc1ccccc1[N+](=O)[O-])C(=O)Nc1ccc(Cl)cn1` (stereo not given)?
PABP1 MLLE inh: -1.5; FAS TE block: -6.5; CSN inh: -3.9; MT1-MMP act inh: -5.9; Rpn11 block: inactive; MsrA inhibitor: -0.3; Rin1-Abl PPI inh: -1.2; E coli Lon inh: -9.8; bovine MsrA act: -0.1

How did CC(=O)Nc1ccc(Oc2cnc3ccccc3n2)cc1 do in these assays?
PABP1 MLLE inh: -8.7; FAS TE block: -8.1; CSN inh: 0.0; MT1-MMP act inh: -4.8; Rpn11 block: inactive; MsrA inhibitor: 1.6; Rin1-Abl PPI inh: -3.4; E coli Lon inh: -11.0; bovine MsrA act: -3.3

What do the screens show for `O=S(=O)(c1ccc2nc(N3CCN(c4ccccc4)CC3)ccc2c1)N1CCCCC1`?
PABP1 MLLE inh: 4.0; FAS TE block: -3.9; CSN inh: -2.9; MT1-MMP act inh: 0.4; Rpn11 block: inactive; MsrA inhibitor: -0.6; Rin1-Abl PPI inh: 1.1; E coli Lon inh: 11.6; bovine MsrA act: -7.6

What do the screens show for `CC(C)(C)OC(=O)N1CCC(CNC(=O)c2cccs2)CC1`?
PABP1 MLLE inh: 4.1; FAS TE block: -5.0; CSN inh: -1.4; MT1-MMP act inh: -1.0; Rpn11 block: inactive; MsrA inhibitor: -0.3; Rin1-Abl PPI inh: 2.3; E coli Lon inh: 4.9; bovine MsrA act: -3.3

What do the screens show for `CCCCNC(=O)O[C@H]1C[C@@H]2CCN3C(=O)CCC[C@H]([C@H]1Cc1ccccc1)[C@H]23`?
PABP1 MLLE inh: -10.1; FAS TE block: -3.9; CSN inh: -2.4; MT1-MMP act inh: 3.0; Rpn11 block: inactive; MsrA inhibitor: -0.9; Rin1-Abl PPI inh: 1.5; E coli Lon inh: 6.6; bovine MsrA act: -0.9
